DUSP3 inh: DUSP3 (human) phosphatase inhibition; recombinant VHR phosphatase, pNPP absorbance; AID 1654; P51452; 0.52% of 290,000 active; inhibition, % at 13.3 µM; in the data active = inhibition above about 50%; also: some compounds called inactive have numbers as strong as hits
Vc quorum ag: induces V. cholerae light production without autoinducers. V. cholerae BH1578 lux reporter, luminescence, 6 h. activation, % at 18.7 µM. 0.16% of 350,000 active. AID 588436; in the data active = activation mostly above about 9.7%, no sharp cut-off; also: not every result past the cut was called active; inactives centre near 0; reference of the scale not given here
PfHsp40 rescue: rescue of PfHsp40-mediated yeast toxicity; S. cerevisiae expressing PfHsp40, growth rescue, ATP luminescence; growth rescue, % at 12.5 µM; 0.68% of 340,000 active; AID 504582; in the data active = growth rescue above about 28%, passing the limit was not always enough;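 also: yeast W303a lacking pdr1 and pdr3 grown in galactose medium; growth measured after three days at 30 °C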
PriA SSB inh: inhibitors of Klebsiella pneumoniae PriA binding to SSB C-terminal tail; AlphaScreen SSBct-PriA binding, biotinylated peptide; inhibition, % at 33 µM; 0.6% of 430,000 active; in the data active = inhibition mostly above about 37%, no sharp cut-off; inactive = mostly below about 20%;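 also: plate controls were negative control peptide for no effect and reference peptide for full effect; strong numbers were not always called active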
Rv3671c inh: inhibits the M. tuberculosis serine protease Rv3671c; P9WHR9; inhibition, % at 5.96 µM; 0.048% of 320,000 active; in the data active = inhibition above about 38%;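 also: extracellular domain of Rv3671c used as enzyme; 0% = enzyme with DMSO and 100% = no enzyme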
3CLpro inhibitor: SARS-CoV 3CLpro protease inhibition | P0C6X7 | recombinant SARS-CoV 3CLpro, quenched FRET peptide cleavage | inhibition, % at 6 µM | 0.14% of 290,000 active | AID 1706; in the data active = inhibition above about 12%
MazF activator: activators of E. coli MazEF toxin-antitoxin RNase. FAM/BHQ RNA-DNA oligo cleavage fluorescence, 5 h. activation, % at 20 µM. 0.32% of 350,000 active. AID 504720; in the data active = activation above about 50%
Target sequence (P0AE70 whole entry, looked up): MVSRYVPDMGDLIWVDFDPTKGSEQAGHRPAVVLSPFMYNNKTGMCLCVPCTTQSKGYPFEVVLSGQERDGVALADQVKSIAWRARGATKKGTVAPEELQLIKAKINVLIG
TcdB inh: TcdB glycohydrolase inhibition; 0.24% of 350,000 active; inhibition, % at 9.99 µM; P18177; TcdB glycohydrolase enzymatic assay, plate reader; AID 652162; in the data active = inhibition above about 10%
Anthrax LF prot: inhibitors of Bacillus anthracis lethal factor protease | P15917 | multiplex microsphere protease cleavage assay, LF | inhibition, % at 10 µM | 0.12% of 360,000 active | AID 588501; in the data active = inhibition above about 30%; also: plate controls were buffer without enzyme for full effect and enzyme alone for no effect
Target sequence (P15917 whole entry, looked up): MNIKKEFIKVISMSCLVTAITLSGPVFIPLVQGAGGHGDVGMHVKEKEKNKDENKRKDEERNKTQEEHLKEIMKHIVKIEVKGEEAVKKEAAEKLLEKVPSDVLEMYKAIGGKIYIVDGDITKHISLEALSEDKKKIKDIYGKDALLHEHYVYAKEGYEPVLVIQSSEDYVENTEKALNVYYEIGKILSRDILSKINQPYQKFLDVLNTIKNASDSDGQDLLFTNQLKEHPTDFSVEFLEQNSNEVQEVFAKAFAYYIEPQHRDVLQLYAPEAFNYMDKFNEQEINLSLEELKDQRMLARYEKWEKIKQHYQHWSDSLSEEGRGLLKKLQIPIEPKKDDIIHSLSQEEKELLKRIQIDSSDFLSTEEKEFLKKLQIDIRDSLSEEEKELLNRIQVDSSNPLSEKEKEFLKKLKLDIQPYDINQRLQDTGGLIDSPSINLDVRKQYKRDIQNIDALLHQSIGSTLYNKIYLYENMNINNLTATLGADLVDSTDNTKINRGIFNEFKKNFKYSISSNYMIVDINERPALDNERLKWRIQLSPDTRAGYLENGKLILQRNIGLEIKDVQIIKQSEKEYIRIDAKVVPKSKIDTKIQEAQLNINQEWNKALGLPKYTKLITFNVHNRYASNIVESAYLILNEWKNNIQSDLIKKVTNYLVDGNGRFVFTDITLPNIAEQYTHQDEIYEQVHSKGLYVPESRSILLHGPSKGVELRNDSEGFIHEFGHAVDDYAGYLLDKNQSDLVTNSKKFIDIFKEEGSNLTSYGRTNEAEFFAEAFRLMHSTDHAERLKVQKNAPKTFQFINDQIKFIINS
Y pestis TopoI: inhibitors of Yersinia pestis topoisomerase I. activity, % at 10 µM. 0.064% of 360,000 active. AID 504884. Y. pestis Topo-I cleavage product accumulation, plate reader; in the data active = activity above about 50%, passing the limit was not always enough; also: inactives centre near 2
The depositor's hits bear a star; i = inactive; . = no result given; & = joins results of further samples. Only part of the results is shown (hit frequency here may not be typical).

SMILES	DUSP3 inh	Vc quorum ag	PfHsp40 rescue	PriA SSB inh	Rv3671c inh	3CLpro inhibitor	MazF activator	TcdB inh	Anthrax LF prot	Y pestis TopoI
Cn1nnnc1SCC(=O)Nc1nc2ccccc2s1	18	-0.2	-0.3	5	-3	5	5	2.5	-3	-15
COCOC1CCC2C3CCC4=CC(=O)CCC4=C3C=CC12C (stereo unspecified)	.	-1.3	-1.2	5	.	.	-16	1.1	3	-10
Cc1cc(C)nc(N2CCCC(C(=O)Nc3ccc(F)cc3)C2)n1 (stereo unspecified)	17	-1.8	0.0	-7	5	-7	5	-2.5	2	-2
COc1cc(C(=O)NCC(=O)OCc2ccc(F)cc2)cc(OC)c1OC	.	-1.9	-1.2	-4	8	.	0	-0.2	-6	4
O=C(c1cccnc1)N1CCc2ccccc21	-9	-0.5	0.5	-7	-5	-3	3	.	-6	-6
O=C(NCCC1CCCCN1S(=O)(=O)c1ccccc1)C(=O)NCc1ccco1 (stereo unspecified)	.	-0.3	0.6	-14&11	3	.	0	2.6	0	3
COC(=O)c1sc(N2C(=O)C(=O)/C(=C(/O)c3ccccc3)C2c2ccco2)nc1C (stereo unspecified)	-17	-0.2	0.3	.	-2	-5	6	-0.6	-2	-1
CN(CC(=O)Nc1cccc(F)c1)C(=O)c1cccc(S(=O)(=O)N2CC3(C)CC2CC(C)(C)C3)c1 (stereo unspecified)	.	i	0.7	3	1	.	8	0.8	2	23
COc1ccc(NC(=O)c2cc3ccccc3o/c2=N\NS(=O)(=O)c2ccc(C)cc2)cc1	28	i	0.4	.	-6	-1	0	1.7	3	-7
COc1cccc(OC)c1C(=O)NC(=O)Oc1c(F)cccc1F	-4	-2.2	6.9	0	-2	5	6	1.3	2	-1
C#CCOCCOCCOCCNc1nc(N2CCOCC2)nc(N2CCN(C(=O)Cn3cc(CC(C)O)nn3)CC2)n1 (stereo unspecified)	4	-8.3	9.0	-15	1	0	7	0.4	-2	-8
Cc1c(C(=O)N2CCCCCC2)c(S(=O)(=O)NCc2ccccc2Cl)c(C)n1C	23	i	-0.6	1	6	5	5	0.9	0	17
Cc1ccc(CCNC(=O)CNC(=O)c2cccs2)cc1	6	i	-0.7	6	3	0	2	0.8	0	-1
CCCc1cnc(Nc2nc(C(N)Cc3ccc(C(F)(F)F)cc3)cs2)nc1 (stereo unspecified)	.	i	.	.	.	.	.	-1.0	2	24
NC(=O)c1ccc(NC(=O)COC(=O)c2cc([N+](=O)[O-])ccc2N2CCOCC2)cc1	.	-0.3	-0.2	0	-2	.	-1	-0.1	.	4
O=C(NCCn1c(C(F)(F)F)nc2ccccc21)[C@H]1CCCN1c1nc(CN2CCCCC2)cs1	33	0.4	-0.1	-4	-5	0	3	-4.5	1	0
Cc1nc(C)n(C(C)CNC(=O)c2ccco2)n1 (stereo unspecified)	11	i	-0.5	-2	.	1	-10	0.7	5	4
C=CCn1c(SCC(=O)NC2CCCCC2)nnc1C(C)NC(=O)c1cccs1 (stereo unspecified)	-10	i	0.7	-14	6	3	0	.	-12	0
O=C(c1ccc(F)cc1)N1CCC(C(=O)N2CCN(S(=O)(=O)c3ccccc3Br)CC2)CC1	.	i	-0.4	-22	3	.	-5	-0.4	-2	32
Cc1ccc(NC(=O)CN(C)CC(=O)Nc2cccc(F)c2)cc1S(=O)(=O)N1CCCCCC1	2	i	1.2	2	-9	1	-26	2.5	-2	13
CCC(C(=O)OCC(=O)c1ccc2c(c1)NC(=O)CO2)c1ccccc1 (stereo unspecified)	33	-0.1	2.1	3	-2	0	1	1.2	-2	-4
Oc1ccc(N2CCN(C(c3cccs3)c3nnnn3CCc3ccccc3)CC2)cc1 (stereo unspecified)	14	-10	3.7	21	7	6	-1	.	-3	-3
Cc1ccc(O)c(N)c1	.	-0.4	-0.6	-7	4	.	-6	.	4	-8
COc1ccc(CCNC(=S)Nc2cc(C)ccc2C)cc1	-12	i	0.0	10	4	-3	-4	.	-6	11
COc1ccccc1CCNC(=O)CCn1c(=O)oc2ccccc21	32	i	-0.7	-4&-14	10	0	11	1.1	-4	5
CC(C)c1ccc(/C=C/C(=O)NNC(=O)c2cccnc2)cc1	17	i	-0.2	-8	0	2	-5	.	3	-2
Cc1ccc(-c2ccnc3nc(-n4cccc4)nn23)o1	-5	i	-0.4	-16	-5	-3	7	0.3	-5	7
Cc1ccc(N2CN=c3s/c(=C\c4ccccn4)c(=O)n3C2)cc1	-15	i	0.6	.	2	6	-10	.	1	3
COc1ccc(NC(=O)CSc2ccc(NC(C)=O)cc2)cc1S(=O)(=O)N1CCCCC1	4	i	-0.3	12	-2	1	8	.	1	-1
Cc1ccc(S(=O)(=O)CCC(=O)N2CCc3ccccc32)cc1	31	-12	0.7	-5	-1	1	4	.	-6	6
Cc1ccc(/C=C/C(=O)c2ccccc(=O)c2O)c(C)c1	-8	-0.4	183*	20	17	5	-5	0.0	9	3
CC(C)n1ncc2c(C(=O)Nc3cccc(C#N)c3)cc(C3CC3)nc21	.	-0.3	0.9	-4	-36	.	-3	2.4	-6	-4
CC1(C)C2CCC1(CS(=O)(=O)N1CCN(c3ccccc3F)CC1)C(=O)C2 (stereo unspecified)	-6	-0.4	0.3	0&-2	-1	-5	-11	1.0	-2	4
COc1ccc(Br)cc1CN1CCC(N2CCCC2)CC1	5	0.3	0.6	-5	-2	0	-2	0.0	6	5
O=S(=O)(c1ccccc1)[C@@]1(c2ccc(Br)cc2)C[C@@H]2ON=C(c3cccc(Br)c3)[C@@H]2C1	.	-0.3	1.1	-8	5	.	-4	-0.7	-3	0
CC(=O)Nc1ccc2nc(SCC(=O)O)sc2c1	-4	.	-0.8	-10	-5	3	2	0.4	-6	4
COC(=O)c1ccc(CNC(=O)COC(=O)C2CC3C=CC2C3)cc1 (stereo unspecified)	12	-0.2	0.2	-2	6	4	-3	0.3	0	9
COc1ccc(NC(=O)CNc2cc(S(=O)(=O)N3CCOCC3)ccc2N2CCOCC2)c(OC)c1	.	i	1.3	-6	4	.	3	1.3	-3	-1
CC(C)Oc1ccc(C2CC(=O)N(C)C2=O)cc1 (stereo unspecified)	-28	-0.5	-0.9	-12	-5	2	6	0.9	0	1
CNc1ccccc1C(=O)OCC(=O)c1ccc(F)cc1	16	i	-3.1	-9	8	5	-3	1.6	-11	5
Cc1ccc(Cl)cc1NC(=O)NCCN1CCCCC1	26	i	-1.5	-15	2	-7	2	1.6	-13	3
COc1ccc(-c2csc(N=C(N)N)n2)cc1	35	-0.5	-0.9	10	-10	1	14	0.4	5	4
COc1cc(OC)cc(C(=O)NNS(=O)(=O)c2ccc(F)cc2)c1	30	-0.3	-1.4	-23	8	-3	-2	0.1	.	-3
COc1cc(/C=N/NC(=O)c2ccccc2NS(=O)(=O)c2cccs2)ccc1O	.	-0.7	0.9	.	.	.	8	0.3	1	-3
Cc1ccc(S(=O)(=O)c2nc(S(C)(=O)=O)sc2N2CCC(C(N)=O)CC2)cc1	6	-1.7	1.6	3	-4	-4	-1	-0.5	2	-2
COc1cc(OC)cc(C(=O)OCC(=O)NC2CCCCCC2)c1	.	-2.6	-0.5	-11	0	.	-2	0.7	-7	12
O=C(O)CC1C(=O)NCCN1C/C=C/c1ccccc1 (stereo unspecified)	15	.	-1.5	-4	2	-3	-9	0.5	-4	-4
COC(=O)c1c(NC(=O)CCCC(=O)O)sc(C)c1C	15	1.0	-0.6	-14	14	-4	-1	.	0	5
CCC(C(=O)NC1CCCCC1)n1nc(C)c2c(C)n(-c3ccccc3)nc2c1=O (stereo unspecified)	-4	-2.1	-0.8	2	-2	-6	4	1.3	-1	4
Cc1ccc(C2NC(=O)NC(O)(C(F)(F)F)C2C(=O)c2ccccc2)o1 (stereo unspecified)	9	i	0.9	-16	-7	-9	-7	.	2	-1
COc1ccc(S(=O)(=O)N2CCN(C(=O)c3ccc4ccccc4n3)CC2)cc1	.	i	0.2	3	-2	.	-7	6.1	1	12
CC(C)[C@H](NC(=O)c1ccccc1F)C(=O)NCCc1ccccc1	7	-0.4	-0.5	-11	1	-3	7	1.5	0	-2
CC(C)(C)c1ccc(S(=O)(=O)n2c(CN3CCOCC3)nc3ccccc32)cc1	20	i	-1.7	-4	-9	6	8	.	-4	38
CC(=O)c1ccc(N2C(=O)C3C(C2=O)C(C(=O)c2ccc(Cl)cc2)N2CCCC32)cc1 (stereo unspecified)	40	.	.	0	.	-3	i	.	.	.
CCCCN1CC(O)=C(c2nc3ccccc3s2)C1=N	29	0.5	0.5	-6	-1	1	0	.	-1	-1
CCOC(=O)C1=C(C(=O)OCC)N(CC)CCC1=O	.	i	-1.1	-21	.	.	2	1.3	1	-5
O=C(CN1CCc2ccccc21)Nc1ccc2c(c1)OCCCO2	.	2.8	0.8	0	-12	.	2	0.0	-10	5
CC1CCN(CC(=O)Nc2cccc(Cl)c2)CC1	29	-2.9	0.1	-17	-5	1	-1	0.6	-6	5
COC(=O)CCC(=O)OC1(C)C(=O)C2=CN(Cc3ccc(OC)cc3)C(c3ccc(OC)cc3)=CC2=C(Br)C1=O (stereo unspecified)	.	i	0.0	2	-13	.	-9	0.0	-3	-6
Cc1ccc2nc(-c3cccc(NC(=O)c4ccc5c(c4)OCCO5)c3)oc2c1	9	1.3	1.1	0	-43	4	-47	-2.7	-5	-2

Complete entries as entered above. Screens in order: DUSP3 inh, Vc quorum ag, PfHsp40 rescue, PriA SSB inh, Rv3671c inh, 3CLpro inhibitor, MazF activator, TcdB inh, Anthrax LF prot, Y pestis TopoI
COC(=O)c1c(NC(=O)CCCC(=O)O)sc(C)c1C is listed as 15, 1.0, -0.6, -14, 14, -4, -1, ., 0, 5
Cc1ccc(S(=O)(=O)c2nc(S(C)(=O)=O)sc2N2CCC(C(N)=O)CC2)cc1 is listed as 6, -1.7, 1.6, 3, -4, -4, -1, -0.5, 2, -2
CCC(C(=O)NC1CCCCC1)n1nc(C)c2c(C)n(-c3ccccc3)nc2c1=O (stereo unspecified) is listed as -4, -2.1, -0.8, 2, -2, -6, 4, 1.3, -1, 4
CCOC(=O)C1=C(C(=O)OCC)N(CC)CCC1=O is listed as ., i, -1.1, -21, ., ., 2, 1.3, 1, -5
COc1ccc(S(=O)(=O)N2CCN(C(=O)c3ccc4ccccc4n3)CC2)cc1 is listed as ., i, 0.2, 3, -2, ., -7, 6.1, 1, 12

Following part
SMILES	DUSP3 inh	Vc quorum ag	PfHsp40 rescue	PriA SSB inh	Rv3671c inh	3CLpro inhibitor	MazF activator	TcdB inh	Anthrax LF prot	Y pestis TopoI
Cc1cccc(-c2ccc(C=Nc3c(C)n(C)n(-c4ccccc4)c3=O)o2)c1	21	i	-0.4	50*	-1	-5	-2	.	-13	15
CC(C)(C)N=C1NN=C(c2ccc(S(=O)(=O)N3CCCCC3)cc2)CS1	.	i	1.1	2	3	.	-9	0.6	-1	0
Cn1c(=O)c2c(O)c(C=Nc3ccc(F)cc3)c(=O)n(C)c2n(C)c1=O	9	.	.	-2	7	2	3	.	.	.
Cc1ccc(/C=N/NC(=S)N2CCOCC2)cc1	-10	-0.3	5.1	.	-12	2	5	.	0	-1
COc1ccc(Nc2nc(-c3ccc4c(c3)NC(=O)CO4)cs2)cc1	33	i	0.0	16	0	3	7	1.2	5	-2
C/C(=N\NC(N)=S)c1cc(-c2ccccc2)c(-c2ccccc2)s1	7	i	-0.2	.	-7	-1	5	2.1	-1	1
CCOC(=O)c1ccccc1NC(=S)N1CC(C)CC(C)C1 (stereo unspecified)	21	-0.2	0.9	-21	3	-3	5	-0.4	-1	15
Cc1cc(NCCCn2ccnc2)n2nc(C)c(-c3ccc(Cl)cc3)c2n1	4	i	-0.3	-19	3	1	-2	.	-3	20
Oc1ccc(C[C@H]2CNCCN2CCc2cccc(F)c2)cc1	.	-3.0	-1.1	-1	-1	.	8	2.2	1	-3
CCCS(=O)(=O)N1CCN(C2CCC(C)CC2)CC1 (stereo unspecified)	18	-0.4	-0.8	-3	4	3	4	0.5	-5	5

Assay outcomes as filed in PubChem BioAssay.
